Pf Dd2 inh – Plasmodium falciparum Dd2 growth inhibition. P. falciparum Dd2 growth, SYBR Green, 72 h. Potency, µM (doses to about 28.9 µM), for the others: top-dose activity, negative = inhibition, hits mostly inhibitors. actives 4.3% (n = 120,000); active means well fitted inhibition curve with a large enough effect; inconclusive means small, poorly fitted or top-dose-only effect; inactive means no such curve, though single readings can be large or run the other way;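 further: plate controls were DMSO vehicle for no effect and reference drug for full effect; nearly all actives have a fitted effect of over 65% in size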
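Readout: SYBR Green fluorescence, 485 nm excitation, 535 nm emission, after ~16 h lysis at 37C. Before that, Dd2-infected red cells (2.5% hematocrit) grew 72 h with compound, 29 uM top final concentration.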
* marks the source's active call; other numbers are inactive results; i = inactive; ? = inconclusive; [ ] = another dose, or the depositor's remark. Potency means the concentration at half of the fitted maximal effect. Only part of the results is shown, so the mix of outcomes need not match the whole.

A first look, 2 compounds:
SMILES | Pf Dd2 inh
CC(C)CCN1CCC(N2CCN(S(=O)(=O)c3ccc(F)c(F)c3)CC2)C1=O (stereo not drawn) | ?
C=CCNC(=O)c1cn2c(n1)CN([S+](=O)([O-])c1cccc(OC)c1)CC2 | ?

The whole of this part, from the start:
SMILES | Pf Dd2 inh
CC(C)CCN1CCC(N2CCN(S(=O)(=O)c3ccc(F)c(F)c3)CC2)C1=O (stereo not drawn) | ?
C=CCNC(=O)c1cn2c(n1)CN([S+](=O)([O-])c1cccc(OC)c1)CC2 | ?
CCOc1cccc(C(=O)Nc2ccc(NC(=O)c3ccc(Br)cc3)cc2)c1 | i
c1cc2c(cc1-c1n[nH]c(C3CCOCC3)n1)OCO2 | -1%
CCOc1ccccc1C1NC(=O)N(CC(=O)Nc2cccc(F)c2)C2=C1C(=O)OC2 (stereo not drawn) | -24%
Cc1nc(N2CCCC2)ncc1C(=O)NCc1cccc(Cl)c1 | 13%
O=C(c1ccccn1)N1C[C@@H]2OCC(=O)N(CC3CC3)[C@@H]2C1 | 1%[44.1 µM]
Cc1ccc(C(=O)N2CCC3(CC2)NC(=O)N(Cc2ccc(F)cc2)C3=O)cc1 | i
O=C(C1CCOC1)N1CC(Oc2ccc(-c3nc(-c4ccccc4)no3)cc2)C1 (stereo not drawn) | -19%[5.79 µM]
Clc1cccc(CSc2nnc(C3CCNCC3)o2)c1 | ?
CCc1ccc(C(=O)NC(C)(C)c2cn([C@H]3CN[C@H](C(=O)NC)C3)nn2)cc1 | -1%
c1cnc2c(c1)ncn2C1CCNCC1 | 9%
CCCCS(=O)(=O)N1CCn2nc(C(O)c3nccn3C)cc2C1 (stereo not drawn) | 2%
COc1cccc(-c2cc(C(=O)NCCc3n[nH]c(=O)n3C)[nH]n2)c1 | -11%
O=C(Nc1ccc(Oc2ccccc2)cc1)c1ccc(F)c(S(=O)(=O)N2CCN(c3cccc(Cl)c3)CC2)c1 | 22%
CCC1CN(C(=O)N2CCC(C(=O)NCCc3ccc(C)cc3)CC2)c2ccccc2O1 (stereo not drawn) | i
Cc1cccc(OCC(=O)OCc2cc(=O)n3nc(C4CCCCC4)sc3n2)c1 | 21%
Cc1cc(C)c2oc(-c3ccc(NC(=O)COc4ccccc4C)cc3)nc2c1 | i
Cc1ccc(NC(=O)CN2C(=O)C(c3ccc(F)cc3)=NC23CCCCCC3)c(C)c1 | -15%
O=C(Nc1ccc(Cl)cc1C(=O)c1ccccc1)c1cc(Cl)cc(Cl)c1 | i
COc1nccc(N2CCC(CC(=O)NCc3cccc(OC)c3OC)CC2)n1 | i
Cc1cccc(CNC(=O)C2CCC(CNS(=O)(=O)c3ccc4c(c3)CCCC(=O)N4)CC2)c1 (stereo not drawn) | 0%
CCCN(CC1CCOC1)C(=O)c1c(F)cccc1Cl (stereo not drawn) | i[5.79 µM]
O=C(O)CCC(=O)N1CCC2(CC1)CC(c1ccccc1)=NO2 | -1%
COCCN1CC2(CCC1=O)CCN(C(=O)[C@@H]1C[C@@H](O)CN1)CC2 | -21%
CN1CCC(OC2CCN(C(=O)C3CC3)CC2)CC1 | -22%
CN(C)C[C@@H]1CN(Cc2ccccc2)C[C@H]1NC(=O)c1cccn1C | -25%
COC(=O)[C@@H]1Cc2c([nH]c3ccccc23)[C@H]2C[C@@H](NCCNC(C)=O)C[C@@H](c3ccc(C(C)C)cc3)N21 | -21%
CCOC(=O)c1c(C)[nH]c(C)c1S(=O)(=O)N(C)CC(=O)Nc1ccc(C)c(F)c1 | i
O=C(NC[C@H]1COCc2nc3cccnc3n21)Nc1ccccc1 | -11%[44.1 µM]
COCCN1Cc2ccc(Nc3cccnc3)nc2C(C)(C(=O)NCc2ccncc2)C1 (stereo not drawn) | i
Cc1ccc(C)c(Cn2c3ccccc3c3cnn(CC(=O)NC(C)CCc4ccccc4)c(=O)c32)c1 (stereo not drawn) | ?
Cc1ccc(-c2noc(-c3nnn(CC(=O)Nc4cc(C)cc(C)c4)c3N)n2)cc1 | -2%
O=S(=O)(Cc1ccccc1)N1CCCC(Cc2noc(-c3cccnc3)n2)C1 (stereo not drawn) | -22%
CCCNC(=O)NC[C@@H]1C=C(C)[C@H](Cc2nc3ccccc3[nH]2)C[C@H]1C(C)C | i
CCc1ccccc1NC(=O)Cn1c(=O)n(CCc2ccccc2)c(=O)c2sc3ccccc3c21 | i
CCOc1ccccc1CNC(=O)Cn1cc2c(n1)-c1c(oc(C(=O)N3CCCC3)c1C)CC2 | ?
COc1ccc(NC(=O)c2cc(-c3ccccc3O)no2)cc1 | ?
CCC(=O)NCC12CCC=C1N(C)C(=O)CC2 (stereo not drawn) | -30%
O=C(Nc1nc2c(F)cccc2s1)c1ccc2c(c1)OCCO2 | ?

Exported field by field: part of the list above
mol: O=S(=O)(Cc1ccccc1)N1CCCC(Cc2noc(-c3cccnc3)n2)C1 (stereo not drawn)
  Pf Dd2 inh = -22%
mol: CCCNC(=O)NC[C@@H]1C=C(C)[C@H](Cc2nc3ccccc3[nH]2)C[C@H]1C(C)C
  Pf Dd2 inh = i
mol: CCc1ccccc1NC(=O)Cn1c(=O)n(CCc2ccccc2)c(=O)c2sc3ccccc3c21
  Pf Dd2 inh = i
mol: CCOc1ccccc1CNC(=O)Cn1cc2c(n1)-c1c(oc(C(=O)N3CCCC3)c1C)CC2
  Pf Dd2 inh = ?

Going on with the list.
SMILES | Pf Dd2 inh
CC(C)c1nnc(NC(=O)c2nc(SCc3ccc(F)cc3)ncc2Cl)s1 | i
COc1ccccc1Nc1ncc2c(n1)CN(C(=O)c1ccc(Cl)cc1)CCN2 | ?
Cn1cnc(S(=O)(=O)N2CCCN(C(=O)C3CC3)C(c3ccccc3)CC(=O)NCC2)c1 (stereo not drawn) | -9%
COc1ccc(CN2C[C@H]3CN(C(=O)C4CCOCC4)CCN3C2=O)cc1 | 17%[44.1 µM]
Cc1ccc(CNC(=O)Nc2cc(C(=O)NCc3cccc(F)c3)ccc2N2CCCC2)cc1 | 19%
O=C(Cc1ccc(F)cc1)N1CCC2(CC1)Cc1ccccc1NC2=O | -17%
O=C(C1CCCC1)N1CCC(c2nc(C3CCOCC3)no2)C1 (stereo not drawn) | 14%
Cc1ccc(NC(=O)c2cc(S(=O)(=O)NCCC3=CCCCC3)ccc2F)cc1F | ?
O=C(NCc1ccccc1)NC1CCN(C(=O)N2CC3CC(C2)[C@H]2CCCC(=O)N2C3)CC1 (stereo partly drawn) | 4%
CCC(CC)NC(=O)C1(CCO)CC12CCOCC2 (stereo not drawn) | 4%

By substructure: the entries above containing an NH in an aromatic ring (5)
SMILES | Pf Dd2 inh
c1cc2c(cc1-c1n[nH]c(C3CCOCC3)n1)OCO2 | -1%
COc1cccc(-c2cc(C(=O)NCCc3n[nH]c(=O)n3C)[nH]n2)c1 | -11%
COC(=O)[C@@H]1Cc2c([nH]c3ccccc23)[C@H]2C[C@@H](NCCNC(C)=O)C[C@@H](c3ccc(C(C)C)cc3)N21 | -21%
CCOC(=O)c1c(C)[nH]c(C)c1S(=O)(=O)N(C)CC(=O)Nc1ccc(C)c(F)c1 | i
CCCNC(=O)NC[C@@H]1C=C(C)[C@H](Cc2nc3ccccc3[nH]2)C[C@H]1C(C)C | i

(next part)
SMILES | Pf Dd2 inh
COc1ccc(CNC(=O)COc2ccc(NC(=O)C3CC3)cn2)cc1 | -9%
CCn1ncc(C(=O)N[C@@H]2CN(c3ccncn3)C[C@H]2CN(C)C)c1C | i
COc1cccc(NC(=O)CN2C(=O)NC(c3ccccc3Cl)C3=C2COC3=O)c1 (stereo not drawn) | ?
Cc1nc(-n2nc(C)c(Cc3ccccc3Cl)c2C)sc1C(=O)N1CCCCC1C (stereo not drawn) | ?
CCC(CC)c1nn2cc(-c3ccccc3)nc2s1 | 4%
CC(C)CC(=O)N1CCCCCNC(=O)[C@H]2C[C@H](C(=O)N3CCc4ccccc4C3)C[C@H]21 | ?
COc1cc(-c2noc(-c3ccc(N4CCN(C)CC4)c([N+](=O)[O-])c3)n2)cc(OC)c1OC | i
CCN(CCCNC(=O)c1cc2cc3cc(OC)ccc3nc2s1)c1cccc(C)c1 | -10%
CCOc1ccc(C(=O)NC2CCN(c3cnn(CC)c(=O)c3)CC2)cc1 | i
COCCN1C(=O)c2cccn2CC1CNC(=O)NCc1ccc(C)cc1 (stereo not drawn) | -5%
CC(=O)N1CCc2cc(S(=O)(=O)NC(CC(C)C)C(=O)NCCc3cccc(C)c3)ccc21 (stereo not drawn) | i
Cc1cccc(C)c1-c1nc(C(=O)NCc2cccnc2)n2ccccc12 | -19%
Cc1ccccc1CNC[C@H]1Cn2ccnc2CO1 | ?
COc1cccc(OCC(=O)NC2CC(=O)N(c3cccc(OC)c3)C2)c1 (stereo not drawn) | 39%[activator]
COCC(=O)N(C1CCOCC1)C1CCN(S(=O)(=O)c2c(C)noc2C)CC1 | -2%
Cc1cc(C)cc(NC(=O)Cn2c(=O)n(Cc3ccco3)c(=O)c3oc4ccccc4c32)c1 | 66%[activator][0.594 µM]
O=C(NC1CCCCC1)N1C[C@@H]2C[C@H](C1)c1c(NS(=O)(=O)c3cccc(F)c3)ccc(=O)n1C2 | 1%
COc1nc2nc(CC3CC3)n(C)c2cc1-c1ccncc1 | ?
Cc1cccc(N2CCN(c3ncnc4c3c(-c3ccccc3)cn4-c3ccccc3)CC2C)c1 (stereo not drawn) | ?
Cc1ccccc1NC(=O)Cn1c(-c2cccc(Cl)c2)nc(C)c(CCO)c1=O | i
CCOc1ccccc1CNC(=O)c1ccc(NC(=O)N2CCSc3ncccc32)cc1 | i
CCOC(=O)C1CCN(C(=O)c2nn(-c3ccc(OC)c(Cl)c3)c(=O)c3c2c2ccccc2n3C)CC1 | 11µM*
O=C1NC2(CCN(Cc3ccc(F)cc3)CC2)COc2ccccc21 | 3.2µM*
COC(=O)c1ccccc1NC(=O)C(Cc1ccccc1)N1Cc2ccccc2C1=O (stereo not drawn) | i
CC(=O)Nc1ccc(S(=O)(=O)N2C[C@@H]3C[C@H](C2)c2ccc(-c4ccc5ccccc5c4)c(=O)n2C3)cc1 | -27%
CC(C)c1cc(C(=O)N2CC[C@@](O)(C3CCOCC3)[C@H](C)C2)cs1 | -13%
O=C(NCc1ccc(F)cc1)c1ccc2c(c1)nnn2C1CCCC1 | 10%
O=C(c1cccs1)N1CCC(Cc2nc(C3CCOCC3)no2)CC1 | 21%
CCOCC(=O)N1CCC(Oc2ncccc2C(=O)N2CCCCC2)C1 (stereo not drawn) | 8%
Cc1ccc(S(=O)(=O)N2CCCC(CCC(=O)NCc3ccccn3)C2)cc1 (stereo not drawn) | -13%
O=C(c1ccc2nc(-c3ccccc3)cn2c1)N1C[C@@H]2CCC[C@H]1C2 | -13%
CCN(CC)C(=O)C1CCN(c2nnc(C)c3c(C)n(-c4ccc(Cl)cc4)nc23)CC1 | 82%[activator][5.79 µM]
COCCOC1CCN(C(=O)COc2ccc(C)cc2)CC1 | 19%
Cc1ccc(-n2ncc(C(=O)N3CCN(c4ccc(Cl)cc4)CC3)c2C2CCN(C(=O)OC(C)(C)C)CC2)c(C)c1 | ?
CNC(c1ccccc1)c1nc(-c2cccnn2)no1 (stereo not drawn) | 10%
COc1ccc(CCNC(=O)c2cc3c(s2)-c2c(C)cccc2OC3)c(OC)c1 | 40%[activator][0.594 µM]
O=C(N[C@@H]1CN(Cc2ccc(F)cc2F)C[C@H]1CO)c1cnccn1 | -10%
CC(C)(C)OC(=O)N1CCc2nc(N3CCN(c4ncccn4)CC3)ncc2C1 | 24%
Cc1c(-c2cc(C(=O)N[C@@H]3CCOC[C@H]3OCC(=O)O)no2)cnn1C | 5%
COc1cc(NC(=O)Cn2c(-c3cccc(Cl)c3)nc(C)c(CCO)c2=O)cc(OC)c1OC | ?
CN(C)Cc1cn([C@H]2CO[C@H]3[C@@H]2OC[C@H]3OC(=O)Nc2ccc(C(C)(C)C)cc2)nn1 | i
CCOC(=O)C1CCCN(c2ncnc3c2nnn3C)C1 (stereo not drawn) | 95%[activator]
Cc1ccc(C)c(S(=O)(=O)c2nnn3c2nc(NCc2ccc(F)cc2)c2ccccc23)c1 | -1%
CCOc1ccc(C(=O)c2c(N)c(-c3nc(-c4ccc5c(c4)OCO5)cs3)c3ccccn23)cc1 | 14%
CCOC(=O)c1cccc(NC(=O)N2CC[C@@H](CC(=O)N[C@@H](CO)CC(C)C)[C@@H](CC)C2)c1 | ?
CCc1ccccc1NC(=O)Cn1c(=O)n(CCCCCC(=O)NCc2ccc(C)cc2)c(=O)c2sccc21 | ?
CCc1ccccc1NC(=O)Nc1c(C)n(C)n(-c2ccccc2)c1=O | 45%[activator]
CCN(CC)C(=O)CSc1nc2cc3c(cc2c(=O)n1CCCCCC(=O)NCCc1ccc(OC)c(OC)c1)OCO3 | i
O=C1Cc2c(-c3ccc4c(c3)OCO4)n[nH]c2CN1CC1CCOCC1 | 5%[44.1 µM]
O=C(c1ccccn1)N1CCC2(CC1)CC(Cc1nc(-c3cnccn3)no1)CCO2 (stereo not drawn) | -10%
Next part.
SMILES | Pf Dd2 inh
COCCOc1cc(C)c2c(c1C)C[C@H](C(C)C(=O)N1CCSCC1)CC2 (stereo partly drawn) | 10µM*
COc1cccc(-c2cc(-c3nc(-c4ccc5nc[nH]c5c4)no3)[nH]n2)c1 | ?
CC(=O)Nc1cccc(-c2cc(-c3c(C)noc3C)cc3c2C(=O)N(C)C3)c1 | -6%[44.1 µM]
Cc1noc(C)c1S(=O)(=O)NC1CCCN(C2CCCCCC2)C1 (stereo not drawn) | -9%
CC(=O)c1cc(-c2ccccc2)n(CCC(=O)Nc2ccc(C)cc2C)c1C | -2%
Cc1ccc(-c2noc([C@@H]3C[C@H](NS(=O)(=O)c4ccccc4)CN3C)n2)cc1 | i
